PAX8 inh HTS = PAX8 transcriptional activity inhibition; RMG-I TPO-luciferase reporter, SteadyGlo, 24 h; inhibition, % at 12.6 µM; 360,000 tested, 1.2% active; AID 652154;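 active = mean replicate inhibition at least 60% with every replicate also reaching 60%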;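 also: luciferase light reporting Pax8 driven TPO promoter activity; plate controls were median of neutral control wells for no effect and mitoxantrone controls for full effect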
LGR2 inh = blocks bursicon-induced cAMP signaling via Drosophila LGR2 | inhibition, % at 9.99 µM | AID 720647 | 380,000 tested, 0.35% active | HEK293 LGR2, CRE-luciferase, bursicon-stimulated, 4 h;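 active = drop in luminescence signal, shown as inhibition above about 50% in the replicate tests, limit read from the data, passing the limit was not always enough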;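 also: agonist challenge used bursicon conditioned medium at about half maximal strength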
FN deposit inh = fibronectin deposition inhibition; AH1F fibroblasts, Alexa488-fibronectin deposition fluorescence, overnight; inhibition, % at 12.6 µM; 350,000 tested, 0.086% active; AID 743247;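 active = mean inhibition across replicates of 30% or more, regardless of how many single replicates reach that level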;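 also: positive control wells lacked labelled fibronectin entirely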
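material = AH1F fibroblast monolayer depositing Alexa488-labelled fibronectin into matrix | amount = 10000 AH1F cells/well | buffer or medium = DMEM plus 2% serum, read in PBS | incubation = 1 h cell adhesion before compound, then overnight fibronectin incubation | detection = fluorescence at 485 nm excitation, 525 nm emission | evaluation = percent inhibition as loss of matrix-bound fibronectin fluorescence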
S100A4 MyoIIA = inhibitors of human S100A4 binding to myosin IIA peptide. S100A4/TAMRA-MyoIIA peptide fluorescence polarization. inhibition, % at 10.7 µM. P26447. 360,000 tested, 0.14% active;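 active = mean inhibition of at least 70% across replicates, with every replicate also reaching that level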
Target sequence (P26447 whole entry, looked up): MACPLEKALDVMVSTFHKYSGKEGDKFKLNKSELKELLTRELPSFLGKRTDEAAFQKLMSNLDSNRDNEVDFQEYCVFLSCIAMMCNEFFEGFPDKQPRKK
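assay system = human S100A4 monomer with TAMRA-labelled myosin IIA peptide | also added = labelled myosin peptide probe, 5 nM | incubation = 5 min between mix addition and reading | control set = DMSO and TFP controls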
PglD DTNB = inhibitors of Campylobacter jejuni PglD acetyltransferase; purified PglD enzyme, DTNB colorimetric CoA detection; inhibition, % at 12.5 µM; 360,000 tested, 0.098% active; in the data active = inhibition above about 16%, passing the limit was not always enough; also: strong numbers were not always called active
EWS-Fli block = inhibitors of EWS/Fli oncoprotein transcriptional activity; inhibition, % at 12.6 µM; A673 NR0B1-luciferase reporter, viability-normalised; 350,000 tested, 0.67% active; AID 651661;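 active = mean inhibition of at least 50% after viability correction, with every replicate also passing that limit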;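 also: firefly luciferase signal divided by Alamar Blue viability fluorescence both relative to DMSO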
PGC1a acetyl inh = lowers PGC1a acetylation signal in U2OS cells | AlphaScreen anti-acetyl-lysine; with virally co-expressed GCN5 acetyltransferase | inhibition, % at 15.6 µM | 350,000 tested, 0.17% active | AID 651687;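 active = every replicate shows inhibition of at least 40%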;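 also: 0% = neutral control wells and 100% = positive control wells; some results beyond the cut were filed as inactive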
ERAP1 HTS inh = inhibitors of human ERAP1 aminopeptidase. AID 652197. recombinant ERAP1, Leu-AMC fluorescence, 60 min. Q9NZ08. inhibition, % at 10.7 µM. 340,000 tested, 0.15% active;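 active = mean replicate inhibition of at least 30%, or all replicates individually reaching that 30% level; inactive = mean below 30% and not every replicate reaching it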;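 also: 0% = neutral control wells and 100% = L-leucinethiol positive control wells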
Target sequence (Q9NZ08 whole entry, looked up): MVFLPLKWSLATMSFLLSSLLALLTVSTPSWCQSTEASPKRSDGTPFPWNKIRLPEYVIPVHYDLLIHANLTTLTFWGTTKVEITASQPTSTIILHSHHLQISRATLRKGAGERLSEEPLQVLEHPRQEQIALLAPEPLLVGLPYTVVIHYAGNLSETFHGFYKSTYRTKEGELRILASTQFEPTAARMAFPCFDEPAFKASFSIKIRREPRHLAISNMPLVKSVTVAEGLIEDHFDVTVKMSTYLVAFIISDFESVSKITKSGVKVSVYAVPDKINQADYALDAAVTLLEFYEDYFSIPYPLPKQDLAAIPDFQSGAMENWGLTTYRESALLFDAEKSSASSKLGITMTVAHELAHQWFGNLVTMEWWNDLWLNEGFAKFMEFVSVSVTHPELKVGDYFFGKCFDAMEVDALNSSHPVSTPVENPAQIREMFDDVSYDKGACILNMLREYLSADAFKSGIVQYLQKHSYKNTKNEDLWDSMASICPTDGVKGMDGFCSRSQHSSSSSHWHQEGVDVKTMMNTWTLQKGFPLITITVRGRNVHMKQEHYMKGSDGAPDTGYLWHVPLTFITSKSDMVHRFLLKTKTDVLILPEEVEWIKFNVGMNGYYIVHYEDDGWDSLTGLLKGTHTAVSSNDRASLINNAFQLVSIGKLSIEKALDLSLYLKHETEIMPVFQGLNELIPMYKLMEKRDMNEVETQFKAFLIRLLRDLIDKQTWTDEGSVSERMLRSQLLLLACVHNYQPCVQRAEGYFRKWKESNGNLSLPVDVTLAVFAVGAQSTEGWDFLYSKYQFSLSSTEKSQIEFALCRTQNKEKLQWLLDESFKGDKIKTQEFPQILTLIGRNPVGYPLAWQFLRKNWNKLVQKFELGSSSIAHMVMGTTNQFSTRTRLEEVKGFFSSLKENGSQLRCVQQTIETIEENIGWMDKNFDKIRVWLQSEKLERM
Starred values were filed as active, the others as inactive; . = no result given. Compounds as they come; 2.1% or so of the library scored in one or more.

1	O=C(Cc1ccc(F)cc1)NC1CCS(=O)(=O)C1 (stereo unspecified)
2	CC1(c2ccccc2)NC(=O)N(CC(=O)Nc2ccccc2N2CCCCC2)C1=O (stereo unspecified)
3	CN(C)S(=O)(=O)c1ccc(C(=O)Nc2ccc3c(c2)CCC3)cc1
4	CSc1ccccc1NC(=O)CN(C)C(C)C(=O)Nc1ccc(C#N)cc1 (stereo unspecified)
5	Cc1cc(C(=O)NC(Cc2c[nH]c3ccccc23)C(=O)O)c(C)o1 (stereo unspecified)
6	CN1C(N)=NC(=O)/C1=C/c1ccc(OC(F)(F)F)cc1
7	C[C@H]1CN([C@@H](C)CO)C(=O)Cc2cc(NS(=O)(=O)c3ccc(F)cc3)ccc2O[C@@H]1CN(C)C(=O)Nc1ccc(C(F)(F)F)cc1
8	C[C@H](O)C#Cc1ccc2c(c1)O[C@@H](CN(C)C)[C@@H](C)CN([C@H](C)CO)S2(=O)=O
9	C=C1C(=O)[C@]23C[C@H]1CC[C@H]2[C@]1(C)[C@@H](OC(C)=O)CC[C@@](C)(C(=O)O)[C@H]1C[C@@H]3O
10	C[C@H]1CN([C@@H](C)CO)C(=O)Cc2cc(NS(=O)(=O)c3cn(C)cn3)ccc2O[C@@H]1CN(C)Cc1ccc2c(c1)OCO2

assay / compound	1	2	3	4	5	6	7	8	9	10
PAX8 inh HTS	.	2	-101	-1	-12	-46	-2	-8	101*	1
LGR2 inh	-4	-29	-68	10	12	-9	-15	-3	32	-11
FN deposit inh	3	0	-7	5	-3	-7	.	7	2	0
S100A4 MyoIIA	13	-2	0	-3	21	-3	21	3	4	.
PglD DTNB	7	-2	-4	-6	1	-11	-3	0	0	-5
EWS-Fli block	2	8	-92	-1	10	-13	0	7	38	-5
PGC1a acetyl inh	.	-16	7	-8	1	-3	-3	0	15	-1
ERAP1 HTS inh	0	3	-1	-2	.	-1	-1	1	.	.

Laid out differently: entries from further up
5) Cc1cc(C(=O)NC(Cc2c[nH]c3ccccc23)C(=O)O)c(C)o1 (stereo unspecified)
  PAX8 inh HTS = -12	LGR2 inh = 12	FN deposit inh = -3	S100A4 MyoIIA = 21	PglD DTNB = 1	EWS-Fli block = 10	PGC1a acetyl inh = 1	ERAP1 HTS inh = .

6) CN1C(N)=NC(=O)/C1=C/c1ccc(OC(F)(F)F)cc1
  PAX8 inh HTS = -46	LGR2 inh = -9	FN deposit inh = -7	S100A4 MyoIIA = -3	PglD DTNB = -11	EWS-Fli block = -13	PGC1a acetyl inh = -3	ERAP1 HTS inh = -1

7) C[C@H]1CN([C@@H](C)CO)C(=O)Cc2cc(NS(=O)(=O)c3ccc(F)cc3)ccc2O[C@@H]1CN(C)C(=O)Nc1ccc(C(F)(F)F)cc1
  PAX8 inh HTS = -2	LGR2 inh = -15	FN deposit inh = .	S100A4 MyoIIA = 21	PglD DTNB = -3	EWS-Fli block = 0	PGC1a acetyl inh = -3	ERAP1 HTS inh = -1

8) C[C@H](O)C#Cc1ccc2c(c1)O[C@@H](CN(C)C)[C@@H](C)CN([C@H](C)CO)S2(=O)=O
  PAX8 inh HTS = -8	LGR2 inh = -3	FN deposit inh = 7	S100A4 MyoIIA = 3	PglD DTNB = 0	EWS-Fli block = 7	PGC1a acetyl inh = 0	ERAP1 HTS inh = 1

Quoted from the listing:
C[C@H]1CN([C@@H](C)CO)C(=O)Cc2cc(NS(=O)(=O)c3ccc(F)cc3)ccc2O[C@@H]1CN(C)C(=O)Nc1ccc(C(F)(F)F)cc1 in LGR2 inh → -15
CSc1ccccc1NC(=O)CN(C)C(C)C(=O)Nc1ccc(C#N)cc1 (stereo unspecified) in LGR2 inh → 10

(next part)
11	CO[C@@H]1CN(C)C(=O)c2cc(NC(=O)c3ccccc3)ccc2OC[C@@H](C)N(C(=O)C2CC2)C[C@H]1C
12	CCc1nnc(NC(=O)CSc2nc(-c3ccc(F)cc3)cc(-c3ccccc3)c2C#N)s1
13	COc1ccc(CCNc2cc(C)nc3c(-c4ccccc4)c(C)nn23)cc1OC
14	COc1cccc(N2CC(C(=O)Nc3nnc(SCc4cccnc4)s3)CC2=O)c1 (stereo unspecified)
15	O=C(NCC(=O)N1CCN(c2ncc(C(F)(F)F)cc2Cl)CC1)c1ccc(Br)o1
16	O=C(c1ccc2nc(Cc3cccc(Cl)c3)oc2c1)N1CCC[C@H]1CO
17	O=C1[C@@H]2C(c3cccnc3)=NO[C@@H]2C(=O)N1c1ccc2ccccc2c1
18	C=CC(C)(C)c1cc2cc3ccoc3cc2oc1=O
19	Cc1cccc(-c2ccc([C@H]3[C@@H](CO)N4CCCCN(C(=O)NC(C)C)C[C@H]34)cc2)c1
20	COc1cccc(CN2CCC2(C)C(=O)Nc2cccc3cccnc23)c1F (stereo unspecified)

assay / compound	11	12	13	14	15	16	17	18	19	20
PAX8 inh HTS	.	-10	9	21	11	6	16	-43	-7	38
LGR2 inh	-2	1	3	-8	-4	0	-20	-70	4	16
FN deposit inh	-18	3	6	-2	-9	-2	4	1	.	.
S100A4 MyoIIA	1	-2	4	-6	2	12	2	0	13	-3
PglD DTNB	3	.	5	.	-1	-2	.	0	10	-4
EWS-Fli block	-4	-12	-19	10	1	5	8	-39	16	59*
PGC1a acetyl inh	3	.	0	.	.	38	.	6	-3	-4
ERAP1 HTS inh	9	-1	1	0	-1	1	5	0	-1	-2

21	CC(=O)Nc1ccc(S(=O)(=O)NCc2ccncc2)cc1
22	O=C(CN1C(=O)NC2(CCCCC2)C1=O)Nc1cc(C(F)(F)F)ccc1N1CCOCC1
23	CC(C)NC(=O)Nc1ccc2c(c1)CC(=O)N([C@H](C)CO)C[C@@H](C)[C@H](CN(C)Cc1ccncc1)O2
24	C[C@@H]1CN([C@@H](C)CO)C(=O)c2cc(NC(=O)Nc3ccc4c(c3)OCO4)ccc2O[C@@H]1CN(C)C(=O)Nc1ccccc1
25	Cc1c(C(=O)N2CCN(Cc3ccc4c(c3)OCO4)CC2)sc2ncnc(N3CCN(c4ccccc4)CC3)c12
26	NC(=O)c1ccc(NC(=O)CSc2nncn2-c2ccccc2)cc1
27	CN(C)/C=C1\NC(=S)N(c2ccc(Cl)cc2)C1=O
28	C[C@@H]1CN([C@@H](C)CO)C(=O)c2cc(NS(C)(=O)=O)ccc2O[C@@H]1CN(C)S(C)(=O)=O
29	Cc1cc(C)n(CCC(=O)N/N=C/c2ccc(O)cc2O)n1
30	C=CCn1c(COc2cccc(C)c2)nnc1SCC(=O)c1c(N)n(C)c(=O)n(C)c1=O

assay / compound	21	22	23	24	25	26	27	28	29	30
PAX8 inh HTS	5	-14	-9	-6	35	-19	-6	.	7	11
LGR2 inh	29	0	12	-5	36	-5	.	27	-11	1
FN deposit inh	15	-1	-1	.	-2	-3	-4	.	11	-2
S100A4 MyoIIA	-13	-8	3	.	-2	4	-10	-1	.	-1
PglD DTNB	-2	0	1	-3	-4	1	-1	0	0	.
EWS-Fli block	3	3	2	-15	20	-3	10	-6	.	-14
PGC1a acetyl inh	-3	.	-2	1	.	.	16	-1	4	.
ERAP1 HTS inh	7	3	-1	.	0	2	9	0	.	0

31	CCNC(=O)C[C@@H]1CC[C@H]2[C@@H](COc3ccc(NC(=O)Nc4c(C)noc4C)cc3C(=O)N2C)O1
32	CC(C)(C)n1cnc2cc(NC(=O)c3cccs3)ccc21
33	CCc1ccc2c(c1)C(=O)C[C@]1(CCC[C@H](C)C1)O2
34	N#C/C(=C\c1cccc(O)c1)C(=O)N1CCCCC1
35	O=S(=O)(NC1=NCCCCC1)c1cc(F)ccc1F
36	O=C(NC1CCCC1)[C@@H]1CSC2c3ccccc3C(=O)N21 (stereo partly specified)
37	C[C@H]1CN([C@@H](C)CO)C(=O)c2cccc(NC(=O)Nc3ccccc3)c2O[C@@H]1CN(C)C(=O)Nc1ccc(F)cc1
38	Cc1ccc(C)c(NC(=O)C(OC(=O)c2cnc(C)cn2)c2ccccc2)c1 (stereo unspecified)
39	CN(C)CC1CCCCC1OC(=O)/C=C/c1ccccc1 (stereo unspecified)
40	CCOc1ccccc1NC(=O)C(OC(=O)c1ccc(O)cc1)c1ccccc1 (stereo unspecified)

assay / compound	31	32	33	34	35	36	37	38	39	40
PAX8 inh HTS	-7	-143	-15	7	.	11	6	3	6	18
LGR2 inh	10	-33	-10	-5	-2	-4	-5	-20	14	-2
FN deposit inh	-9	.	-2	2	6	5	.	-11	-1	-16
S100A4 MyoIIA	3	1	-4	-2	12	5	7	-2	-2	-9
PglD DTNB	-7	6	1	5	-10	.	1	-1	.	-15
EWS-Fli block	-1	-69	-4	1	-2	1	-6	-1	-9	15
PGC1a acetyl inh	3	.	.	9	4	.	-5	.	6	-19
ERAP1 HTS inh	1	0	-5	2	-2	-2	-1	0	-4	5

41	O=C(Cc1cccnc1)N1CC(=O)N2[C@H](CO)[C@@H](c3ccc(C#CC4CCCCC4)cc3)[C@@H]2C1
42	CCOC(=O)C1CSCCS(=O)(=O)N1Cc1ccccc1C (stereo unspecified)
43	Cc1ccnc(Nc2nc(-c3ccc(O)cc3)cs2)c1
44	C[C@@H]1CN([C@H](C)CO)C(=O)c2cc(NC(=O)Nc3ccc4c(c3)OCO4)ccc2O[C@H]1CN(C)C
45	C=CCn1c(=NC(=O)c2ccccc2[N+](=O)[O-])sc2cc(S(C)(=O)=O)ccc21
46	O=C(Cn1nnc2ccccc21)Nc1ccc(Cl)cn1
47	O=C(Nc1ccc2nc3n(c(=O)c2c1)CCCCC3)C(=O)N1CCN(c2ccccc2F)CC1
48	CN(C)C(CNc1ncnc2ccccc12)c1c(F)cccc1Cl (stereo unspecified)
49	O=C(Nc1ccc(Cl)cc1)Nc1cccnc1
50	NCCCC[C@@H]1NC(=O)[C@H](CCC(=O)O)NC(=O)c2cc([N+](=O)[O-])cc(I)c2SC[C@@H](C(=O)NCC(N)=O)NC1=O

assay / compound	41	42	43	44	45	46	47	48	49	50
PAX8 inh HTS	-2	-10	-84	-11	-10	7	19	13	.	-9
LGR2 inh	8	5	-81	0	-25	.	23	13	-25	2
FN deposit inh	16	-18	1	-2	7	-4	-5	0	.	1
S100A4 MyoIIA	3	-1	4	8	-2	-13	0	1	-7	5
PglD DTNB	.	.	-2	-1	.	.	-3	3	0	5
EWS-Fli block	-7	-8	-108	-3	-14	15	1	-5	-58	-12
PGC1a acetyl inh	.	.	-6	4	.	7	6	-11	14	-5
ERAP1 HTS inh	3	-1	-3	-3	0	4	0	0	-6	0

51	Cc1ccc(C)c(N2CCN(C(=O)CCc3nc(-c4cccc(Br)c4)no3)CC2)c1
52	Cc1ccccc1CSc1nc(-c2ccccc2)cc(=O)[nH]1
53	C[C@H](CO)N1C[C@H](C)[C@@H](CN(C)C(=O)CN(C)C)Oc2cc(C#CC(C)(C)O)ccc2S1(=O)=O
54	COC(=O)[C@@]12CCCCN1[C@H](c1ccc(-c3ccc(Cl)c(Cl)c3)cc1)[C@H]1C(=O)N(C)C(=O)[C@H]12
55	COc1cc(SC)ccc1C(=O)NCCOc1c(C)cc(C)cc1C
56	C[C@@H]1CN([C@H](C)CO)C(=O)CCCn2nncc2CO[C@@H]1CN(C)Cc1ccc(Oc2ccccc2)cc1
57	COc1ccccc1C(=O)N/C(=C\c1ccccc1)C(=O)NC(Cc1ccccc1)C(=O)O (stereo unspecified)

assay / compound	51	52	53	54	55	56	57
PAX8 inh HTS	-17	12	.	-11	.	.	13
LGR2 inh	4	10	1	-19	9	-17	10
FN deposit inh	4	-7	6	-5	.	14	-8
S100A4 MyoIIA	-2	-7	46	-9	0	-1	-3
PglD DTNB	-2	3	0	0	3	0	3
EWS-Fli block	4	5	-7	0	-1	8	4
PGC1a acetyl inh	12	-3	-4	2	-13	-8	-11
ERAP1 HTS inh	-2	8	2	.	2	-1	0
